CHRM4 antagonist = blocks acetylcholine activation of human M4 receptor; P08173; actives 0.73% (n = 360,000); inhibition, % at 3 µM; CHO-hM4 cells, ACh EC80, Fluo-8 calcium fluorescence;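 active = inhibition above its plate's cutoff, the mean inhibition of sample wells plus 3 SD, cut at about 27% in these data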;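 also: 0% = acetylcholine EC80 with DMSO and 100% = DMSO without agonist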
CHRM5 antagonist = blocks acetylcholine activation of human M5 receptor. P08912. CHO-hM5 cells, Fluo-8 calcium fluorescence, ACh EC80. inhibition, % at 3 µM. actives 0.59% (n = 360,000). AID 624040;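 active = inhibition above a per-plate cutoff, the mean of that plate's test compounds plus 3 SD, cut at about 27% in these data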;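 also: 0% = acetylcholine EC80 with DMSO and 100% = DMSO without agonist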
Target sequence (P08912 whole entry, looked up): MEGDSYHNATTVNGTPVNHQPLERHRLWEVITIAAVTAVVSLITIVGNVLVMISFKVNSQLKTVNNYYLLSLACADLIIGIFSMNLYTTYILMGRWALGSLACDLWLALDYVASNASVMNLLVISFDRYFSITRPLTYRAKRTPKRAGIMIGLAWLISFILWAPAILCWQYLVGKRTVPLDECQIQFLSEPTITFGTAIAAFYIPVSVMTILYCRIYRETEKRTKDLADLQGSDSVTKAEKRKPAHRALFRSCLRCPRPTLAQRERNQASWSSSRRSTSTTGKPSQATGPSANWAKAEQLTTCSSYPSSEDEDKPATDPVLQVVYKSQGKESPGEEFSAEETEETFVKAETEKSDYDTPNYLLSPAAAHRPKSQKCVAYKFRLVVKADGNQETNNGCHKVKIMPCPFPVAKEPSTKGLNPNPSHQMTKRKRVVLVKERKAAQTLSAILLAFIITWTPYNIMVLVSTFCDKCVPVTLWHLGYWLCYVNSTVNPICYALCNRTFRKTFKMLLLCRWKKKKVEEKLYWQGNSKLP
M5 ag = agonists of human muscarinic M5 receptor (CHRM5); activation, % at 3 µM; actives 0.19% (n = 360,000); P08912; CHO-K1 hM5 cells, Fluo-8 calcium fluorescence; 0% DMSO wells, 100% maximal acetylcholine response;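 active = activation above the run's mean over test compounds plus 3 SD, cut at about 23% in these data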;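 also: signal is peak over basal fluorescence ratio across the kinetic read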
M1 PAM = human CHRM1 positive allosteric modulation; activation, % at 3 µM; AID 588819; P11229; actives 0.088% (n = 360,000); CHO-K1 hM1, Fluo-8 calcium fluorescence, ACh EC20; 0% = ACh EC20, 100% = maximal ACh; in the data active = activation above about 19%, passing the limit was not always enough
Target sequence (P11229 whole entry, looked up): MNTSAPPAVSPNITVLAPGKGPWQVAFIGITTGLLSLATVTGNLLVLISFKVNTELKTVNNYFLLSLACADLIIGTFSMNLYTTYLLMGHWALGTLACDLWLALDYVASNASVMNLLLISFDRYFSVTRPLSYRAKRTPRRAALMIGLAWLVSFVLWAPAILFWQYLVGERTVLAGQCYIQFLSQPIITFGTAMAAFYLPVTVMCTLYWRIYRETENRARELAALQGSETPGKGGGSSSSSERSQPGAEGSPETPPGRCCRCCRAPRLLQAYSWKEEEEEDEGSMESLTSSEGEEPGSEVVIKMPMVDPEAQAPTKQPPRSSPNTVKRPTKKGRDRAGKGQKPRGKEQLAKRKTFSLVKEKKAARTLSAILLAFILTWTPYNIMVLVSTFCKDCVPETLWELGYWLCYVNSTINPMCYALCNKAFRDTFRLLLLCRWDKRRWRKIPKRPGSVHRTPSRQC
M1 antag = blocks human M1 muscarinic receptor; AID 588852; CHO-K1 hM1, Fluo-8 calcium fluorescence, ACh EC80 antagonist; inhibition, % at 3 µM; actives 1.3% (n = 360,000); P11229;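 active = percent inhibition above its own plate's cutoff, namely the mean of that plate's compound wells plus 3 SD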;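 also: peak over basal fluorescence ratio during 140 s after agonist addition; 0% = ACh EC80 plus DMSO and 100% = DMSO alone without agonist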
CHRM5 PAM = potentiates acetylcholine response at human M5 receptor. P08912. CHO-K1 hM5, Fluo-8 calcium, ACh EC20 PAM; 0% = ACh EC20, 100% = ACh EC100. activation, % at 3 µM. actives 0.3% (n = 360,000);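 active = activation above the run cutoff, the mean activation of all test compounds plus 3 SD, cut at about 18% in these data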
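system = human M5 receptor in CHO-K1 cells | reagent = EC20 acetylcholine as agonist stimulus | compound dosing = single-point, 3 µM nominal | incubation = Fluo-8 loading 80 min at 37 °C plus 30 min room temperature | detection = Fluo-8 calcium dye fluorescence, kinetic read | benchmarks = low control EC20 acetylcholine (0%), high control EC100 acetylcholine (100%)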
CRFR2-BP ag = CRF-BP/CRF-R2 complex agonism; HEK293 CRF-R2/CRF-BP, calcium dye fluorescence (FLIPR); percent of saturating CRF peptide response; activation, % at 13.2 µM; actives 0.46% (n = 350,000);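 active = activation of at least 50%, plus an integration ratio under a set limit after plate pattern correction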;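 also: plate controls were neutral control wells without compound for no effect and CRF at EC100 for full effect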
CHRM4 agonist = CHRM4 agonism in calcium assay. activation, % at 3 µM. CHO-K1 hM4/Gqi5, Fluo-8 calcium fluorescence; vehicle 0%, full acetylcholine response 100%. actives 0.14% (n = 360,000). P08173. AID 624127;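 active = activation above the run mean over all test wells plus 3 SD, cut at about 32% in these data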;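 also: peak over basal fluorescence ratio per well then scaled between controls; 0% = DMSO wells and 100% = acetylcholine at EC100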
M4 PAM = CHRM4 positive allosteric modulation; P08173; CHO-K1 hM4/Gqi5, Fluo-8 calcium fluorescence, ACh EC20; 0% = ACh EC20, 100% = maximal ACh; activation, % at 3 µM; AID 624126; actives 0.4% (n = 360,000);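 active = activation above its plate's cutoff, the mean activation of sample wells plus 3 SD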; also: some results filed as inactive read as strong as hits
Starred values were filed as active, the others as inactive; nt = not tested or not shown. Not a hit list. About 2.8% of those tested had a hit in this group.

CHRM4 antagonist,CHRM5 antagonist,M5 ag,M1 PAM,M1 antag,CHRM5 PAM,compound,CRFR2-BP ag,CHRM4 agonist,M4 PAM
-0.5,7.1,-1.8,11.4,-6.5,-3.0,COC(=O)C1CCN(C(=O)Cn2nnc(-c3cccc(F)c3)n2)CC1,-1.4,2.2,-2.8
3.5,12.7,4.9,10.0,-15.1,1.2,COc1ccc(CCN2CC(C(=O)OCC(=O)N(C)CC(=O)Nc3ccccc3Cl)CC2=O)cc1OC (stereo not drawn),-0.7,1.8,7.5
0.2,3.8,0.1,8.9,-10.6,-0.3,Cc1cc(C)n2nc(SCCOc3ccccc3F)nc2n1,-4.0,2.1,4.1
-6.0,-0.9,-0.7,2.8,-23.1,2.4,Cc1ccccc1-c1cc2c(nn1)-c1ccccc1C2=O,1.9,1.7,-0.1
3.5,5.3,4.8,-4.1,12.7,-9.2,O=C(CSc1nc(-c2ccccc2)nn1C(=O)c1ccccc1)Nc1cccc([N+](=O)[O-])c1,-1.7,7.1,-5.6
0.2,4.4,1.3,3.0,-25.9,-8.9,O=C(COC(=O)C1=COCCO1)Nc1cccc(Oc2ccccc2)c1,18.6,3.7,-4.6
-3.0,6.9,-1.5,-0.6,6.5,-2.5,COCCNC(=O)c1cn(CCOC)c(=O)c2c1c1ccccc1n2C,-0.9,2.7,-2.5
-12.8,-9.8,-3.2,0.9,-3.3,1.4,CCCCN(C(=O)NC(=O)Nc1ccccc1OC)S(C)(=O)=O,-1.3,2.2,6.7
-0.8,2.4,-3.6,5.7,0.6,-2.9,CCOC(=O)c1cc(-c2ccc(N3CCOCC3)cc2)nn1-c1ccccc1,-4.3,1.1,3.8
4.2,-3.4,-11.9,-12.0,16.9,4.3,Cc1cnc(CNC(=O)c2ccc3oc(Cc4ccccc4)nc3c2)[nH]1,-2.3,0.6,-4.1
3.2,-1.9,-1.4,11.9,-16.3,-1.1,O=C1c2sc3nc4ccccc4n3c2C(=O)N1c1ccccc1Cl,0.0,7.6,2.5
-4.8,9.6,-2.2,5.4,-10.9,-4.6,O=C(O)Cn1nc(-c2ccccc2)ccc1=O,4.3,0.7,3.1
-6.1,6.3,-1.8,12.4,-1.7,0.6,O=C(NCc1ccccn1)C1CN(S(=O)(=O)c2ccccc2)CCN1S(=O)(=O)c1ccccc1 (stereo not drawn),-1.2,2.1,2.2
-5.4,8.5,-0.5,11.3,3.4,-0.9,COc1ccc(C(CNC(=O)c2cccc(S(=O)(=O)Nc3ccccc3OC)c2)N2CCOCC2)cc1 (stereo not drawn),-0.8,4.7,1.8
7.2,10.4,1.1,3.6,-4.8,-3.1,O=C(CCn1c(=O)oc2ccccc21)NCc1cccs1,0.0,1.3,-1.1
-2.8,-0.3,-2.9,8.3,-11.6,1.4,CSc1nnc(-c2cccs2)n1-c1ccccc1,9.9,-0.2,-1.7

4 entries from above in a different format.
> O=C1c2sc3nc4ccccc4n3c2C(=O)N1c1ccccc1Cl
  CHRM4 antagonist = 3.2 | CHRM5 antagonist = -1.9 | M5 ag = -1.4 | M1 PAM = 11.9 | M1 antag = -16.3 | CHRM5 PAM = -1.1 | CRFR2-BP ag = 0.0 | CHRM4 agonist = 7.6 | M4 PAM = 2.5
> O=C(O)Cn1nc(-c2ccccc2)ccc1=O
  CHRM4 antagonist = -4.8 | CHRM5 antagonist = 9.6 | M5 ag = -2.2 | M1 PAM = 5.4 | M1 antag = -10.9 | CHRM5 PAM = -4.6 | CRFR2-BP ag = 4.3 | CHRM4 agonist = 0.7 | M4 PAM = 3.1
> O=C(NCc1ccccn1)C1CN(S(=O)(=O)c2ccccc2)CCN1S(=O)(=O)c1ccccc1 (stereo not drawn)
  CHRM4 antagonist = -6.1 | CHRM5 antagonist = 6.3 | M5 ag = -1.8 | M1 PAM = 12.4 | M1 antag = -1.7 | CHRM5 PAM = 0.6 | CRFR2-BP ag = -1.2 | CHRM4 agonist = 2.1 | M4 PAM = 2.2
> COc1ccc(C(CNC(=O)c2cccc(S(=O)(=O)Nc3ccccc3OC)c2)N2CCOCC2)cc1 (stereo not drawn)
  CHRM4 antagonist = -5.4 | CHRM5 antagonist = 8.5 | M5 ag = -0.5 | M1 PAM = 11.3 | M1 antag = 3.4 | CHRM5 PAM = -0.9 | CRFR2-BP ag = -0.8 | CHRM4 agonist = 4.7 | M4 PAM = 1.8

Later entries
CHRM4 antagonist,CHRM5 antagonist,M5 ag,M1 PAM,M1 antag,CHRM5 PAM,compound,CRFR2-BP ag,CHRM4 agonist,M4 PAM
-6.2,11.7,0.9,5.3,-1.2,-4.1,Cn1cnnc1SCC(=O)NC1CCCCC1,5.8,0.7,-3.9
4.5,10.0,-2.8,-6.0,21.0,-3.5,COc1ccc(CCNC(=O)C2CCC(=O)N(CCc3ccc(OC)cc3)C2)cc1 (stereo not drawn),-1.1,2.2,-3.6
-24.9,-1.6,-0.1,11.6,-16.1,-0.6,CCN(c1ccccc1)S(=O)(=O)c1ccc(OC)c(NC(=O)C2CC2)c1,0.2,2.8,8.4
-4.9,5.2,-2.4,7.3,-11.7,-0.3,O=C(Cn1nnc2ccccc21)c1cccc([N+](=O)[O-])c1,1.5,0.6,0.0
-5.8,-2.4,2.0,9.3,-10.4,-0.4,CC(Sc1ccc2nnc(-c3ccc(F)cc3)n2n1)C(=O)O (stereo not drawn),-1.4,0.4,13.4
-3.6,-7.0,0.9,7.1,-6.8,1.9,CCCN1C(=O)c2ccc(C(=O)Nc3ccc4c(c3)OCO4)cc2C1=O,-1.6,1.3,5.0
-2.7,2.4,-0.8,5.5,-4.1,-3.9,O=C(COC(=O)c1ccco1)NCc1ccco1,11.8,0.9,3.4
-14.1,2.8,-0.7,16.1,-0.8,-0.1,COc1cccc(CNS(=O)(=O)c2ccc3c(c2)oc(=O)n3C)c1,1.9,3.3,5.2
0.2,-6.4,-1.4,7.4,-6.5,8.7,N#C/C(=C/c1cn(CC(=O)O)c2ccccc12)c1ccc(F)cc1,-0.2,0.5,0.1
16.3,3.3,-0.4,17.2,-12.9,-1.7,CCCCn1c(SCC(=O)NCc2ccco2)nc2c1c(=O)n(C)c(=O)n2C,-0.6,2.4,13.1
2.5,10.8,3.9,24.6,-16.4,0.1,O=c1cccc2n1Cc1cc3ccccc3nc1-2,-2.7,3.1,25.9*
-15.3,1.0,0.3,5.1,-16.0,0.0,CCN(CC)S(=O)(=O)c1ccc(C)c(NC(=O)CNc2cccc(S(=O)(=O)N3CCCC3)c2)c1,1.1,0.7,5.8
4.3,-12.0,2.4,8.2,-7.2,4.5,Cc1cc(C)c(S(C)(=O)=O)c(=O)[nH]1,-0.1,0.6,3.8
-10.8,3.9,0.8,1.8,4.7,-2.0,Cc1ccsc1C(=O)OCC(=O)Nc1cccc(S(=O)(=O)N2CCOCC2)c1,-0.3,2.9,-1.6
-5.3,-3.6,5.6,8.8,-10.4,4.9,CC(=O)Nc1c(-c2ccccc2)nc2ccc(Cl)cn12,-0.1,-0.1,4.2
-6.9,-16.1,1.5,7.0,-7.2,12.2,CSc1ncccc1C(=O)NC1CC(C)(C)Cc2c1cnn2-c1ccccc1C (stereo not drawn),0.3,4.0,9.2
4.8,4.0,1.2,3.5,0.2,2.8,CCOC(=O)c1ccc(N=C2SC(C(=O)NC)CC(=O)N2Cc2ccc(F)cc2)cc1 (stereo not drawn),-0.9,0.5,2.8
4.9,-2.0,-4.8,3.1,-12.9,0.4,Cc1ccc(NC(=O)CN2C(=O)NC3(CCC(C)CC3)C2=O)c(Cl)c1 (stereo not drawn),0.5,-1.2,3.8
3.1,19.5,-3.7,-4.1,8.8,-9.2,COc1ccccc1C(=O)Nc1ccc(S(=O)(=O)N2CCN(C)CC2)cc1,-1.6,10.3,-6.5
-12.4,-0.1,-1.4,-5.5,-3.8,-3.0,COc1ccc(-c2csc3ncnc(N4CCN(S(=O)(=O)c5ccc(Cl)s5)CC4)c23)cc1,5.7,0.3,0.3
-4.4,11.1,-0.3,1.6,-0.2,-3.6,O=C(Nc1nc(-c2cccnc2)cs1)c1ccccc1[N+](=O)[O-],-1.1,5.3,-2.8
-15.3,1.2,-0.3,11.4,-19.7,-2.8,CCOC(=O)C1(C)CCN1C(=O)c1cccnc1Oc1ccccc1 (stereo not drawn),nt,0.5,6.0
38.8*,9.1,2.3,-10.8,20.5,-19.6,CC(C)C[C@@H](CO)N(Cc1ccccc1)S(=O)(=O)N(Cc1ccccc1)[C@H](CO)CC(C)C,8.9,19.6,-7.8
4.5,-0.4,-1.4,-6.4,-15.8,-4.2,CCSc1ncc(C#N)c(=O)[nH]1,6.1,0.5,-6.5
-22.5,-3.7,-5.0,2.5,-10.4,5.8,OC(CNCc1ccccc1C(F)(F)F)C(F)(F)F (stereo not drawn),-0.8,0.5,9.3
-6.8,12.1,1.0,7.0,-14.7,-3.0,C[C@H](CO)N1C[C@H](C)[C@@H](CN(C)S(=O)(=O)c2cccc(F)c2)Oc2ncc(Br)cc2C1=O,4.5,3.5,1.2
-11.1,6.4,4.5,6.9,-9.2,6.7,Cc1cc(C(=O)OCC(=O)NC2CCCCC2C)c2ccccc2n1 (stereo not drawn),-0.3,7.8,-2.4
4.7,15.1,1.0,-0.1,-4.4,-7.5,Cc1ccc(S(=O)(=O)Oc2ccc(N3C(=O)C4C5CCC(C5)C4C3=O)cc2)cc1 (stereo not drawn),5.9,5.2,-3.4
-8.4,7.0,-1.8,1.6,9.9,-0.7,O=C(O)c1ccc(-n2nnc3ccccc32)c([N+](=O)[O-])c1,-0.7,0.9,2.1
-2.7,4.1,2.0,-16.9,24.1,-16.4,COc1cc(OC)c(C=NNC(=S)NC23CC4CC(CC(C4)C2)C3)c(OC)c1,-2.5,0.9,-5.0
2.9,3.3,-1.2,7.2,-16.2,-2.8,Cc1ccc2c(c1)C(c1ccc(F)cc1)N(C(=O)C1CC1)CC(=O)N2 (stereo not drawn),3.3,0.7,2.9
-5.0,-4.4,5.3,1.7,3.4,-0.5,COc1ccc(N2CCN(C(=O)CSc3nnc(CNc4ccccc4)o3)CC2)cc1,0.4,10.8,-3.1
-10.8,-1.0,0.9,8.7,-8.5,-0.2,C[C@H](CO)N1C[C@H](C)[C@@H](CN(C)C(=O)c2ccccn2)Oc2cc(Br)ccc2S1(=O)=O,-0.8,1.0,7.1
6.2,1.8,-6.2,1.3,0.5,5.7,COCCNC(=O)C(OC(=O)c1cc2oc(C)cc2n1C)C(C)C (stereo not drawn),-4.0,-0.1,-5.6
-2.9,1.4,1.9,10.7,-18.5,1.9,CCOC(=O)C(=NO)C1=CSC2=NNC(C)(C)N12,-2.1,0.2,6.5
-7.9,-0.5,-0.7,1.8,-2.3,-5.5,Cc1ccc(C2CN(C)C3(C(=O)Nc4ccccc43)C23COc2ccccc2C3=O)cc1 (stereo not drawn),3.7,-1.2,-6.6
2.2,9.0,5.9,-4.1,11.4,3.0,CCOC(=O)c1ccc(NC(=O)c2nc[nH]c2C(=O)N[C@@H](CCCCNC(=O)OC(C)(C)C)C(=O)OC(C)(C)C)cc1,0.7,3.0,-1.2
-11.4,1.0,-0.9,3.1,-3.7,-2.0,Cc1cnc(NC(=O)C2(C)CCN2C(=O)C(C)C)s1 (stereo not drawn),nt,0.6,7.5
8.1,13.4,2.1,7.6,3.5,4.1,CC(=O)c1sc(NC(=O)c2cnc(Cl)c(Cl)c2)nc1C,10.3,2.8,-0.4
